# High-throughput results as filed in PubChem.
# MIN6 prolif = MIN6 beta-cell proliferation induction; MIN6 cells proliferation, ATPlite luminescence, 48 h; cells starved in 0.2% serum; 100% = growth in 10% serum; proliferation, % at 10 µM; 0.29% of 330,000 active;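 active means compounds whose signal lies at least 3.5 SD above the mean of all wells on their plate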;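 further: 0% = DMSO-treated cells in low-serum medium and 100% = 10% serum control; some compounds called inactive have numbers as strong as hits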
# ATG4B inhibitor = blocks human ATG4B protease cleavage of LC3 substrate; ATG4B cleavage of LC3-PLA2, NBD-HPC fluorescence, 1 h; 0.51% of 340,000 active; inhibition, % at 8.33 µM; AID 504462; in the data active means inhibition above about 40%
# Target sequence (Q9Y4P1 whole entry, looked up): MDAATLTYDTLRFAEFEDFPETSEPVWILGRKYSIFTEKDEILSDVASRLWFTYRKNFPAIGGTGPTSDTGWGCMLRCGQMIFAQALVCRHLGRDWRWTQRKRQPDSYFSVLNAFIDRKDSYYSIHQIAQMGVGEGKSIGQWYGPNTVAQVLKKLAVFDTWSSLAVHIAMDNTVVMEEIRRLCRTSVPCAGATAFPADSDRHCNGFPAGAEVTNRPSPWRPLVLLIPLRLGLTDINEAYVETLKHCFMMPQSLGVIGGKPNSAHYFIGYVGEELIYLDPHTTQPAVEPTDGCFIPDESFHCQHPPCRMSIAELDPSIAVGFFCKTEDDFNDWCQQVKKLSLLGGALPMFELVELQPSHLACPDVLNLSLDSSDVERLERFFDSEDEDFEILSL
# hIAP block = human IAP inhibition. P09923. purified IAP, CDP-Star luminescence, 30 min. inhibition, % at 10 µM. 0.12% of 330,000 active. AID 2544;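 active means inhibition reaching a set limit with compound at 10 µM in the primary screen, cut at about 35% in these data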;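 further: plate controls were DMSO wells with enzyme for no effect and no-enzyme buffer wells for full effect; values of inactives mirror those of a sister screen read the other way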
# A3A deaminase = inhibitors of human APOBEC3A DNA deaminase; P31941; recombinant A3A, FAM/TAMRA ssDNA deamination fluorescence; inhibition, % at 20 µM; 0.41% of 330,000 active;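 active means at least 40% inhibition at 20 µM here, with at most 30% in a related deaminase screen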;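 further: plate controls were A3A with DMSO for no effect and wells lacking A3A enzyme for full effect; some results filed as inactive read as strong as hits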
# MPTP block = permeability transition pore inhibition; isolated mouse mitochondria, Ca2+ swelling absorbance, 30 min; inhibition, % at 10 µM; 1.4% of 360,000 active; AID 602449;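 active means inhibition of 50% or more, scaled per plate between neutral and stimulator controls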;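 further: 0% = DMSO wells given calcium and 100% = 1 mM EGTA wells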
# hIAP act = increases human intestinal alkaline phosphatase activity; P09923; purified human IAP, CDP-Star luminescence, 30 min; active compounds read high; 1 = vehicle-only enzyme, 0 = enzyme-free background; activation factor at 10 µM; 0.16% of 330,000 active; AID 2524;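 active means activation factor of the enzyme at least 2-fold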; further: the source names both 10 and 20 µM as test concentration; values of inactives mirror those of a sister screen read the other way
# mIAP activ = increases mouse intestinal alkaline phosphatase activity; 0.24% of 330,000 active; activation factor at 10 µM; muIAP, CDP-Star luminescence, 30 min; active compounds read high; 1 = vehicle-only enzyme signal, 0 = enzyme-free wells;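 active means activation factor of at least 2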; further: the source names both 10 and 20 µM as test concentration; values of inactives mirror those of a sister screen read the other way
#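 Assay system: mouse IAP enzyme / Compound: DMSO-dissolved test compounds / Timing: 30 min, room temperature / Measured by: luminescence from enzymatic CDP-Star hydrolysis / Control set: DMSO-only wells, enzyme-free buffer wells as negative control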
# APOBEC3G inh = APOBEC3G (human) deaminase inhibition. Q9HC16. recombinant A3G, ssDNA deamination FAM/TAMRA fluorescence. inhibition, % at 20 µM. 0.28% of 330,000 active. AID 493012;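 active means inhibition of at least 40% at 20 µM, with no more than 30% in the related APOBEC3A deaminase screen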;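 further: plate controls were DMSO wells with A3G for no effect and wells lacking A3G enzyme for full effect; some compounds called inactive have numbers as strong as hits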
# Target sequence (Q9HC16 whole entry, looked up): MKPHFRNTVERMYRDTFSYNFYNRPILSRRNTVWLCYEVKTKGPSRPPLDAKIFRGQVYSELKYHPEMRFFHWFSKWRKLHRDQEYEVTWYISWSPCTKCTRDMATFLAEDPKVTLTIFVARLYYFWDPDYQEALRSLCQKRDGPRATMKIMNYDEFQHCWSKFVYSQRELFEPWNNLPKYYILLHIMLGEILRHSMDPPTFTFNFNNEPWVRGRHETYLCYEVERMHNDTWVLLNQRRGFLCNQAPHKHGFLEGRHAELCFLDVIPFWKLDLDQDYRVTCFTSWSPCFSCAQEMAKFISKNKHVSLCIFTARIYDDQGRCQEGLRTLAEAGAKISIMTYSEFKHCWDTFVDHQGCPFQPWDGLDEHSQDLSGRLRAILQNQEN
# mIAP block = mouse IAP inhibition; purified mouse IAP, CDP-Star luminescence, 30 min; inhibition, % at 10 µM; 0.2% of 330,000 active; AID 2806;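 active means inhibition of at least 40% at 10 µM in the primary screen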;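 further: plate controls were DMSO with enzyme for no effect and no enzyme wells for full effect; values of inactives mirror those of a sister screen read the other way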
# An asterisk follows results filed as active; . = no result given.
# Sample of the layout, 2 compounds:
molecule	MIN6 prolif	ATG4B inhibitor	hIAP block	A3A deaminase	MPTP block	hIAP act	mIAP activ	APOBEC3G inh	mIAP block
CC(C)C1N(C(N)=S)N=CC1(C)C (configuration not stated)	-3.0	1.2	-8.3	1.4	0.8	1.08	1.06	4.9	-6.4
Cc1ccccc1CS(=O)(=O)c1ncc(Cl)c(C(=O)Nc2ccc(F)cc2)n1	-6.8	-10.2	0.9	-0.2	-2.0	0.991	0.922	4.3	7.8

# The listing, repeating the preview:
molecule	MIN6 prolif	ATG4B inhibitor	hIAP block	A3A deaminase	MPTP block	hIAP act	mIAP activ	APOBEC3G inh	mIAP block
CC(C)C1N(C(N)=S)N=CC1(C)C (configuration not stated)	-3.0	1.2	-8.3	1.4	0.8	1.08	1.06	4.9	-6.4
Cc1ccccc1CS(=O)(=O)c1ncc(Cl)c(C(=O)Nc2ccc(F)cc2)n1	-6.8	-10.2	0.9	-0.2	-2.0	0.991	0.922	4.3	7.8
O=C(Nc1ccc(C(=O)O)cc1)/C(=C\c1ccc2c(c1)OCO2)NC(=O)c1ccc(Br)o1	1.4	2.4	-5.6	-3.3	-1.2	1.06	0.963	-7.8	3.7
Cc1cn(S(=O)(=O)c2ccc(Cl)cc2)c(C)n1	-3.3	-6.7	10.1	2.9	2.4	0.899	0.967	-4.9	3.3
CN(CC(=O)Nc1ccc(F)c(Cl)c1)S(=O)(=O)c1ccc2c(c1)n(C)c(=O)c(=O)n2C	-7.0	1.1	-27.7	1.3	-1.8	1.28	1.05	0.8	-5.3
CCc1nnc(NS(=O)(=O)c2ccc(NC(=O)c3ccc(Cl)cc3)cc2)s1	-1.2	-3.5	-0.7	-0.9	0.3	1.01	0.952	-3.3	4.8
OC(COc1ccc2c(c1)OCO2)CN1CCN(c2ccc(F)cc2)CC1 (configuration not stated)	1.9	-4.1	-7.8	-3.7	1.0	1.08	0.938	-8.8	6.2
COc1cc(OC)cc(C(=O)NC(C(=O)NCc2ccccn2)C(C)C)c1 (configuration not stated)	-4.4	-6.9	-4.7	0.6	-1.7	1.05	0.946	1.4	5.4
Cc1ccccc1NC(=O)c1cnn(-c2ccccc2)c1C	-4.1	-3.5	-25.7	7.2	0.2	1.26	1.02	1.0	-1.6
N=C1/C(=C/c2ccc(Br)o2)C(=O)N=C2SC(CC(=O)N3CCCC3)=NN12	-3.3	29.9	-21.0	43.4*	-2.7	1.21	0.838	17.9	16.2
O=C(c1ccc(OC2CCN(CCc3ccccc3)CC2)cc1)N1CCCC1	6.6	1.0	9.5	2.4	0.1	0.905	1.01	-3.0	-1.0
NS(=O)(=O)c1ccc(CCNC(=O)c2ccc([N+](=O)[O-])cc2[N+](=O)[O-])cc1	-2.2	-0.5	-6.9	2.5	3.5	1.07	0.948	2.3	5.2
CCCn1nc(C(=O)Nc2ccc(S(=O)(=O)Nc3ncccn3)cc2)c2ccccc2c1=O	-1.4	-1.5	-0.7	2.6	0.6	1.01	0.982	-7.1	1.8
CC1CC(C)CN(C(=O)CCNS(=O)(=O)c2ccc3c(c2)CCC(=O)N3)C1 (configuration not stated)	1.7	-1.5	-11.3	-4.6	1.8	1.11	1.01	-3.6	-0.8
O=C(NCc1ccccn1)c1cccc(S(=O)(=O)Nc2ccccc2Cl)c1	1.1	0.5	3.4	0.5	-1.8	0.966	1.05	-7.5	-5.5
COc1ccc(CCN(Cc2cc3cccc(C)c3n3nnnc23)C(=O)c2ccncc2)cc1OC	-0.8	.	-5.4	1.6	.	1.05	1	0.4	-0.3
O=C(Nc1ccc2c(c1)C(=O)N(CC1CCCO1)C2=O)c1ccccc1Br (configuration not stated)	-0.5	-10.0	2.6	-4.8	-1.4	0.974	1.03	-3.7	-2.6
Cc1cc(-c2nc3ncccc3o2)ccc1N	3.3	-4.0	3.5	-1.9	-0.3	0.965	1.02	-4.3	-1.7
CCN(CC(=O)Nc1ccc(NC(C)=O)cc1)C(=O)c1cc(CN2C(=O)c3ccccc3C2=O)ccc1OC	6.0	-12.2	10.4	-3.3	-1.5	0.896	1.06	-10.4	-6.1
Nc1nc(Oc2ccc(F)cc2)c(Br)c(=O)[nH]1	-0.5	4.5	19.6	-5.6	0.5	0.804	0.947	-11.8	5.3
COc1ccc(-c2noc(N3CCC(C(=O)Nc4ccc(OC)c(OC)c4)CC3)n2)cc1	5.5	-17.3	1.5	-0.6	10.2	0.985	1.07	1.3	-7.0
CC12CCC(C(=O)N(NC(=O)c3ccccc3O)C1=O)C2(C)C (configuration not stated)	-3.9	2.6	-1.9	1.3	2.9	1.02	0.923	-5.2	7.7
COc1ccc(NS(=O)(=O)/C=C/c2ccc(OC)c(OC)c2)cc1	-3.3	4.1	-6.7	1.9	-0.6	1.07	1.03	-1.2	-2.9
Cn1cccc1-c1cc(C(=O)O)[nH]n1	0.9	-6.1	-17.9	-4.5	0.2	1.18	1.1	1.8	-10.0

# 4 records picked at random from the list so far:
molecule	MIN6 prolif	ATG4B inhibitor	hIAP block	A3A deaminase	MPTP block	hIAP act	mIAP activ	APOBEC3G inh	mIAP block
COc1ccc(NS(=O)(=O)/C=C/c2ccc(OC)c(OC)c2)cc1	-3.3	4.1	-6.7	1.9	-0.6	1.07	1.03	-1.2	-2.9
COc1ccc(CCN(Cc2cc3cccc(C)c3n3nnnc23)C(=O)c2ccncc2)cc1OC	-0.8	.	-5.4	1.6	.	1.05	1	0.4	-0.3
COc1ccc(-c2noc(N3CCC(C(=O)Nc4ccc(OC)c(OC)c4)CC3)n2)cc1	5.5	-17.3	1.5	-0.6	10.2	0.985	1.07	1.3	-7.0
Nc1nc(Oc2ccc(F)cc2)c(Br)c(=O)[nH]1	-0.5	4.5	19.6	-5.6	0.5	0.804	0.947	-11.8	5.3

# Later entries.
molecule	MIN6 prolif	ATG4B inhibitor	hIAP block	A3A deaminase	MPTP block	hIAP act	mIAP activ	APOBEC3G inh	mIAP block
Cc1ccc(OCCCN2CCOCC2)cc1	-0.4	6.1	-11.6	-2.7	0.4	1.12	1.05	-5.5	-5.0
Cc1cccc(NC(=O)C2CCCN2C(=O)OCC(C)C)c1C (configuration not stated)	0.7	-2.2	-6.5	-3.4	-0.6	1.06	1.02	-1.4	-2.5
COc1ccc2c(c1)cc(C(=O)O)n2C	-3.3	-0.7	0.6	-3.7	-0.4	0.994	0.923	-2.9	7.7
O=C(CN1CCN(c2ccc(F)cc2)CC1)OCc1ccccc1	-2.1	-5.0	-3.4	-4.9	0.5	1.03	1.11	-4.6	-11.3
CC(=O)Nc1ccc(S(=O)(=O)N(C)CC(=O)OCC(=O)N2CCCCCC2)cc1	0.7	-2.8	-0.6	6.5	0.0	1.01	0.958	1.1	4.2
Cc1cc(C)cc(C(=O)Nc2ccc(N3CCN(S(C)(=O)=O)CC3)cc2)c1	-4.6	-9.8	15.4	0.1	0.4	0.846	0.931	-3.5	6.9
COc1ccc(NC(=O)c2onc(C)c2Cl)cc1OC	-5.2	16.4	-10.5	-0.5	-1.1	1.1	0.994	-7.0	0.6
O=C(NCCSc1ccc(Br)cc1)c1ccc2nc[nH]c2c1	-2.7	-5.8	-47.1	5.1	-0.3	1.47	0.95	-4.6	5.0
CCC(C(=O)N1CCOCC1)n1nc(C)c2c(C)n(-c3ccccc3)nc2c1=O (configuration not stated)	0.1	-5.9	-20.3	-4.4	0.5	1.2	0.992	-6.1	0.8
Cc1cc(-c2nnc(CCC(=O)NCC(C)c3ccccc3)o2)no1 (configuration not stated)	-2.0	2.7	-9.6	0.2	-1.1	1.1	1.04	-3.4	-4.5
CC(=O)N1N=C(c2cccs2)CC1c1ccc(Br)cc1 (configuration not stated)	-3.5	16.2	-9.2	-0.6	0.6	1.09	0.973	-3.2	2.7
O=C(c1cccc(OC2CCN(Cc3cccc(OCCO)c3)CC2)c1)N1CCCC1	1.0	20.4	29.9	3.9	0.9	0.701	0.941	-4.1	5.9
CCN(CC)S(=O)(=O)c1ccc(Cl)c(C(=O)Nc2nnc(C)s2)c1	-3.8	-6.0	7.8	-1.9	0.6	0.922	0.995	-6.9	0.5
COc1ccc(/C=C/C(=O)NCC(=O)N/N=C/c2cc(Br)ccc2OCc2ccccc2)cc1	-0.4	-3.1	11.0	-0.1	-1.6	0.89	0.975	-2.8	2.5
Cc1cc(C(=O)COc2ccc(C#N)cc2)c(C)n1CC1CCCO1 (configuration not stated)	-3.3	-2.9	-10.5	0.4	1.5	1.1	0.99	-3.3	1.0
On1nnc2ccc(C(F)(F)F)cc21	-0.7	3.2	-0.6	-1.7	1.0	1.01	1.02	-5.6	-1.6
CCOc1ccc(NC(=O)N2CCC(c3nc4ccccc4o3)CC2)cc1	-0.5	1.4	-34.0	-2.4	-0.1	1.34	1.1	-9.2	-10.5
CCn1cnc2sc(C(=O)O)c(C)c2c1=O	-2.9	-5.5	-290.5	-0.8	0.2	3.9*	1.14	-3.9	-13.6
COc1ccc(CCn2c(=N)c(C(=O)NCC3CCCO3)cc3c(=O)n4cccc(C)c4nc32)cc1OC (configuration not stated)	-3.7	-0.7	10.7	0.1	-0.9	0.893	0.95	-0.9	5.0
CC(=O)Nc1ccc(NC(=O)C(C)Sc2n[nH]c(-c3ccc(C)cc3)n2)cc1 (configuration not stated)	1.4	-7.7	14.7	-1.6	-1.0	0.853	0.959	-10.0	4.1
O=C(NCCCN1CCCC1=O)c1cccc(S(=O)(=O)N2CCN(c3ccccc3)CC2)c1	-0.5	-4.5	-6.6	2.1	1.1	1.07	0.971	-4.4	2.9

# Outcome played no part in choosing rows (roughly 3.3% active in at least one column).
